CRFBP-R2 agonist – CRF-BP/CRF-R2 complex agonism; activation, % at 13.2 µM; HEK293 CRF-R2/CRF-BP, calcium dye fluorescence (FLIPR); percent of saturating CRF peptide response; AID 588473; hit rate 0.46% among 350,000;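 active = activation of at least 50%, plus an integration ratio under a set limit after plate pattern correction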;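 note: plate controls were neutral control wells without compound for no effect and CRF at EC100 for full effect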
CHRM4 PAM – positive allosteric modulators of human muscarinic M4 receptor. hit rate 0.4% among 360,000. AID 624126. P08173. activation, % at 3 µM. CHO-K1 hM4/Gqi5, Fluo-8 calcium fluorescence, ACh EC20; 0% = ACh EC20, 100% = maximal ACh;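 active = activation above its plate's cutoff, the mean activation of sample wells plus 3 SD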; note: some results filed as inactive read as strong as hits
Target sequence (P08173 whole entry, looked up): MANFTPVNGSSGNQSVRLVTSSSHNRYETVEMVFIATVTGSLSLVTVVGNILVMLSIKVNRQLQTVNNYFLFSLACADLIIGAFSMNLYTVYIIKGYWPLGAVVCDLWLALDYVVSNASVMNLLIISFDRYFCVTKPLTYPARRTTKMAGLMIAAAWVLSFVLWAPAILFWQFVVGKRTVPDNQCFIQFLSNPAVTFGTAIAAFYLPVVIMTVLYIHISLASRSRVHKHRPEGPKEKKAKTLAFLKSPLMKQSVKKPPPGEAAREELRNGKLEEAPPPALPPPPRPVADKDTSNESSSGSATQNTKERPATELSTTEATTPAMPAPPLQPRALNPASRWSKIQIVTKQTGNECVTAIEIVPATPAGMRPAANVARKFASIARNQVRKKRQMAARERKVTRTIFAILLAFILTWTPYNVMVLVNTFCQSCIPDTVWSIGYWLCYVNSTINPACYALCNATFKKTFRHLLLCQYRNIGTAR
TAAR1 agonist – human TAAR1 agonism; Q96RJ0; CHO RD-HGA16 TAAR1, Fluo-8 calcium fluorescence; vehicle wells 0%, saturating PEA agonist 100%; activation, % at 3 µM; hit rate 0.99% among 360,000;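 active = activation above the mean activation of all test compounds in the run plus 3 SD, cut at about 38% in these data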
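System: CHO RD-HGA16 cells carrying human TAAR1 plus Gα16; Incubation: 17-24 h seeding, 75 min 37 °C dye, 30 min RT; Measured by: Fluo-8 fluorescence, 5 s baseline then 140 s kinetic read; Control set: DMSO and PEA EC100; Replication: single well for each compound.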
M5 ag – agonists of human muscarinic M5 receptor (CHRM5); P08912; CHO-K1 hM5 cells, Fluo-8 calcium fluorescence; 0% DMSO wells, 100% maximal acetylcholine response; activation, % at 3 µM; hit rate 0.19% among 360,000; AID 624037;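 active = activation above the run's mean over test compounds plus 3 SD, cut at about 23% in these data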;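 note: signal is peak over basal fluorescence ratio across the kinetic read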
Target sequence (P08912 whole entry, looked up): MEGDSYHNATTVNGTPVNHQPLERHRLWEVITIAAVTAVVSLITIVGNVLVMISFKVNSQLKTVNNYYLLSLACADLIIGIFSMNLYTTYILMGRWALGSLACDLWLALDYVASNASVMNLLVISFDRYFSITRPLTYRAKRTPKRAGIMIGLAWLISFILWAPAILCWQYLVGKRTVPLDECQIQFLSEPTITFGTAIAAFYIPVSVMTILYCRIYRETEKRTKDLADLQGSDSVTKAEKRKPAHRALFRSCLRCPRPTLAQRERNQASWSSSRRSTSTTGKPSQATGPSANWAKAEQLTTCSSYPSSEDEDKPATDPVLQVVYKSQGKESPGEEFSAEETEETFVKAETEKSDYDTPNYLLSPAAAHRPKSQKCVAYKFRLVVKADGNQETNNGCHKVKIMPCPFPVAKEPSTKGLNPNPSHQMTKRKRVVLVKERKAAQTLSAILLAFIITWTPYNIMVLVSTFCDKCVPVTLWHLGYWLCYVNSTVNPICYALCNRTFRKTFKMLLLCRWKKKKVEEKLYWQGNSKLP
CHRM5 PAM – positive allosteric modulators of human muscarinic M5 receptor; CHO-K1 hM5, Fluo-8 calcium, ACh EC20 PAM; 0% = ACh EC20, 100% = ACh EC100; activation, % at 3 µM; hit rate 0.3% among 360,000; AID 624038;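 active = activation above the run cutoff, the mean activation of all test compounds plus 3 SD, cut at about 18% in these data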
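Test system: CHO-K1 hM5 cells / Doses: single-point, 3 µM nominal / Times: Post-acetylcholine fluorescence recording 140 s / Technique: Fluo-8 calcium fluorescence / Measure: Max/basal fluorescence ratio as % of EC20–EC100 ACh window / Benchmarks: low control EC20 acetylcholine (0%), high control EC100 acetylcholine (100%) / Replicates: one well per compound, no replicates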
CRFBP-R2 block – blocks CRF-induced signaling of the CRF-BP/CRF-R2 complex. hit rate 0.59% among 350,000. HEK293 CRF-R2/CRF-BP, CRF-induced calcium fluorescence. inhibition, % at 11.8 µM;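 active = inhibition of the ligand-induced calcium signal above about 50% at the single tested concentration, limit read from the data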
TAAR1 antagonist – antagonists of human TAAR1; Q96RJ0; CHO RD-HGA16 TAAR1, Fluo-8 calcium fluorescence, antagonist; inhibition, % at 3 µM; hit rate 1.5% among 360,000; AID 624466;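 active = inhibition above a per-plate cutoff, the mean inhibition of test compounds on that plate plus 3 SD, cut at about 49% in these data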;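 note: 0% = DMSO plus EC80 beta-PEA response and 100% = DMSO alone without agonist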
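System: RD-HGA16 CHO cells with stable hTAAR1 and Gα16 | Probe or stimulus: EC80 β-phenethylamine stimulus | Dosing: 3 µM, single point | Times: Dye loading 75 min at 37 °C, then 30 min room temperature | Measured by: Fluo-8 calcium-sensitive fluorescence | Read-out basis: % inhibition of agonist calcium response | Replicates: n of 1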
CHO-K1 Ca PAM – counter-screen for M1 PAMs: effect in parental CHO-K1 cells | activation, % at 3 µM | hit rate 0.02% among 360,000 | ATP EC20, Fluo-8 calcium fluorescence; 0% at ATP EC20, 100% at ATP max;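 active = activation above the run cutoff, the mean activation of all test compounds plus 3 SD, cut at about 40% in these data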;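 note: peak over basal fluorescence ratio in a 140 s read after ATP addition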
M5 antag – CHRM5 antagonism in calcium assay; P08912; CHO-hM5 cells, Fluo-8 calcium fluorescence, ACh EC80; inhibition, % at 3 µM; hit rate 0.59% among 360,000; AID 624040;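 active = inhibition above a per-plate cutoff, the mean of that plate's test compounds plus 3 SD, cut at about 27% in these data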;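 note: 0% = acetylcholine EC80 with DMSO and 100% = DMSO without agonist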
The depositor's hits bear a star; / = no result given.

no.	structure	CRFBP-R2 agonist	CHRM4 PAM	TAAR1 agonist	M5 ag	CHRM5 PAM
1	O=C(NO)c1ccccc1O	-1.0	-4.2	0.6	0.3	3.8
2	Cc1ccc(C(=O)N/N=C/c2c(O)ccc3ccccc23)cn1	30.7	-14.1	26.2	1.1	-2.0
3	NC(=O)C1=C[C@@H](c2ccc3c(c2)OCO3)C[C@@H](OCCCCO)O1	-1.6	0.2	10.0	3.5	-3.4
4	N#C/C(=C(/O)COC(=O)COc1ccc(Cl)cc1)c1nc2ccccc2[nH]1	6.4	4.3	13.6	2.1	-0.9
5	COc1cc(/C=C(\C#N)C(=O)NCC2CCCO2)ccc1OCCC(C)C (stereo not drawn)	-1.0	-4.6	8.4	5.8	4.0
6	COc1ccc(C2(CNC(=O)c3ccc(OC)c([N+](=O)[O-])c3)CCCCC2)cc1OC	-0.8	-4.4	10.8	4.6	-10.0
7	O=C(CSc1ccc([N+](=O)[O-])cn1)Nc1ccc2c(c1)OCO2	0.5	-1.9	-0.5	0.6	1.0
8	COCCNc1nnc(SCC(=O)N2CCN(S(=O)(=O)c3ccccc3)CC2)s1	-0.2	7.0	1.6	-6.7	16.8

no.	CRFBP-R2 block	TAAR1 antagonist	CHO-K1 Ca PAM	M5 antag
1	24.4	-6.5	23.0	-4.9
2	3.7	-15.2	9.8	0.6
3	1.3	15.3	10.7	14.9
4	9.5	-7.9	14.3	2.2
5	-15.4	3.7	8.3	4.7
6	-57.1	7.4	19.1	3.8
7	7.3	5.9	3.6	-6.1
8	2.8	12.1	15.3	-9.1

The final 2 compounds of the part before open the next one.
no.	structure	CRFBP-R2 agonist	CHRM4 PAM	TAAR1 agonist	M5 ag	CHRM5 PAM
7	O=C(CSc1ccc([N+](=O)[O-])cn1)Nc1ccc2c(c1)OCO2	0.5	-1.9	-0.5	0.6	1.0
8	COCCNc1nnc(SCC(=O)N2CCN(S(=O)(=O)c3ccccc3)CC2)s1	-0.2	7.0	1.6	-6.7	16.8
9	CC(C)CN1CCC(=O)N(CCN=[N+]=[N-])CC1	2.0	1.4	5.9	-2.4	1.9
10	COCC(=O)N1CCCC(C(=O)c2ccc(-c3ccccc3)c(F)c2)C1 (stereo not drawn)	-1.7	-2.4	0.5	2.4	-4.9
11	Cc1nn(C)c(Cl)c1S(=O)(=O)N1CCC(CO)(CCc2ccccc2)CC1	-1.1	-5.7	1.8	4.6	1.6
12	O=C(CSc1nnc2ccc3ccccc3n12)N1CCOCC1	3.1	1.0	-1.5	-1.7	0.0
13	COc1ccc(CC(=O)OCC(=O)N2CCN(S(=O)(=O)c3ccc(C)cc3C)CC2)cc1OC	-0.1	3.3	2.6	7.7	0.8
14	CCOC(=O)C1=C(C)OC(N)=C(C#N)C1c1ccoc1 (stereo not drawn)	0.6	4.3	14.2	2.4	4.3
15	O=C(O)c1cc(C(F)(F)F)nc2ccccc12	-0.8	8.2	10.2	-0.9	-1.3
16	O=[N+]([O-])c1ccc(O)c(-c2nc(-c3ccccc3)c(-c3cccs3)[nH]2)c1	16.4	11.1	9.3	-1.1	0.7

no.	CRFBP-R2 block	TAAR1 antagonist	CHO-K1 Ca PAM	M5 antag
7	7.3	5.9	3.6	-6.1
8	2.8	12.1	15.3	-9.1
9	6.0	-16.2	7.3	12.7
10	3.9	-10.1	-5.0	5.6
11	-0.9	-21.2	21.9	6.0
12	-10.6	-9.2	13.3	-5.4
13	12.1	-6.2	13.4	3.4
14	-10.7	16.5	-8.3	-5.6
15	-0.6	2.8	10.4	12.5
16	1.3	3.0	12.7	-6.5

(continued)
no.	structure	CRFBP-R2 agonist	CHRM4 PAM	TAAR1 agonist	M5 ag	CHRM5 PAM
17	Nc1cc(Cl)ccc1C(=O)OCC(=O)NCC1CCCO1 (stereo not drawn)	-1.3	10.7	0.0	1.1	1.9
18	COc1ccc(N(CC(=O)NCCc2ccc(Cl)cc2)S(=O)(=O)c2c(C)[nH]c(=O)[nH]c2=O)cc1	-0.1	4.7	-1.4	0.5	3.4
19	O=C(O)C1CN(c2ncccc2[N+](=O)[O-])C1	2.4	7.2	6.4	-5.5	0.2
20	Cc1ccc(-n2cccc2/C=C2/NC(=O)N(CC(=O)Nc3cccc(C)c3)C2=O)cc1	-2.0	-2.1	-0.5	1.0	-1.2
21	CC(C)(C)NC(=O)C(c1ccco1)N(C(=O)Cn1nnc(-c2ccc(F)cc2)n1)c1ccccc1F (stereo not drawn)	2.0	-15.0	13.4	0.6	-15.9
22	CCCN1CCN(S(=O)(=O)c2cc3c(cc2C)NC(=O)CO3)CC1	-2.6	3.1	1.4	-1.8	1.7
23	NS(=O)(=O)c1ccc(CNC(=O)CNC(=O)Cc2ccccc2)cc1	-1.0	4.7	8.6	-2.6	1.3
24	CC(=O)Nc1cc(-c2ccc(F)cc2)cn2c(-c3ccc(F)c(Cl)c3)cnc12	/	-7.5	0.1	0.0	-0.4

no.	CRFBP-R2 block	TAAR1 antagonist	CHO-K1 Ca PAM	M5 antag
17	-4.1	6.1	13.5	-3.1
18	-11.4	7.7	14.1	8.6
19	11.0	6.6	27.1	-2.9
20	12.4	-6.8	22.8	4.1
21	10.9	40.4	17.1	7.8
22	-4.1	-9.1	20.8	1.1
23	2.1	-5.8	11.7	4.2
24	/	24.6	-12.6	0.5

The list goes on.
no.	structure	CRFBP-R2 agonist	CHRM4 PAM	TAAR1 agonist	M5 ag	CHRM5 PAM
25	O=C(NC(=S)Nc1cccc2ncccc12)c1ccccc1	0.2	-1.0	1.3	-0.6	-4.5
26	CCOC(=O)c1sc2nc(C)nc(SCC(N)=O)c2c1C	-0.3	1.8	-0.2	0.7	-2.3
27	CCc1ccccc1NC(=S)N1N=CCC1c1ccccc1 (stereo not drawn)	0.9	4.1	5.3	-4.1	-2.3
28	O=C(CSCC(=O)NN=Cc1ccccc1O)NN=Cc1ccccc1O	-0.4	-1.5	29.8	2.9	1.7
29	Nc1sc2c([n+]1CCCS(=O)(=O)[O-])CCCC2	-0.5	17.7	7.7	-1.6	4.5
30	CC(OC(=O)CN1C(=O)NC2(CCCC2)C1=O)C(=O)Nc1cccc(Cl)c1 (stereo not drawn)	0.1	-1.9	1.9	-1.2	-2.5
31	CC(=O)Nc1ccc(S(=O)(=O)N2CCN(c3cc(C)nc4ncnn34)CC2)cc1	-0.8	-9.0	0.6	-0.7	-8.4
32	O=C(Nc1ccccc1F)N(CCCN1CCOCC1)Cc1cc2cc3c(cc2[nH]c1=O)OCCO3	0.0	-1.2	7.8	-3.0	-4.5

no.	CRFBP-R2 block	TAAR1 antagonist	CHO-K1 Ca PAM	M5 antag
25	-10.8	-30.6	-5.7	13.5
26	-3.6	9.4	10.1	-1.3
27	-6.4	-3.8	23.9	-3.2
28	-0.1	2.4	21.1	5.1
29	7.6	-1.6	13.5	-8.8
30	-7.9	11.4	19.6	3.4
31	-3.9	-1.1	-1.9	8.8
32	16.4	-1.4	16.8	0.4

Another view of some results above:
12) O=C(CSc1nnc2ccc3ccccc3n12)N1CCOCC1
  CRFBP-R2 agonist = 3.1
  CHRM4 PAM = 1.0
  TAAR1 agonist = -1.5
  M5 ag = -1.7
  CHRM5 PAM = 0.0
  CRFBP-R2 block = -10.6
  TAAR1 antagonist = -9.2
  CHO-K1 Ca PAM = 13.3
  M5 antag = -5.4

20) Cc1ccc(-n2cccc2/C=C2/NC(=O)N(CC(=O)Nc3cccc(C)c3)C2=O)cc1
  CRFBP-R2 agonist = -2.0
  CHRM4 PAM = -2.1
  TAAR1 agonist = -0.5
  M5 ag = 1.0
  CHRM5 PAM = -1.2
  CRFBP-R2 block = 12.4
  TAAR1 antagonist = -6.8
  CHO-K1 Ca PAM = 22.8
  M5 antag = 4.1

4) N#C/C(=C(/O)COC(=O)COc1ccc(Cl)cc1)c1nc2ccccc2[nH]1
  CRFBP-R2 agonist = 6.4
  CHRM4 PAM = 4.3
  TAAR1 agonist = 13.6
  M5 ag = 2.1
  CHRM5 PAM = -0.9
  CRFBP-R2 block = 9.5
  TAAR1 antagonist = -7.9
  CHO-K1 Ca PAM = 14.3
  M5 antag = 2.2

23) NS(=O)(=O)c1ccc(CNC(=O)CNC(=O)Cc2ccccc2)cc1
  CRFBP-R2 agonist = -1.0
  CHRM4 PAM = 4.7
  TAAR1 agonist = 8.6
  M5 ag = -2.6
  CHRM5 PAM = 1.3
  CRFBP-R2 block = 2.1
  TAAR1 antagonist = -5.8
  CHO-K1 Ca PAM = 11.7
  M5 antag = 4.2

Next records:
no.	structure	CRFBP-R2 agonist	CHRM4 PAM	TAAR1 agonist	M5 ag	CHRM5 PAM
33	COc1cccc(CNc2nc3nc(C)cc(C)n3n2)c1	-2.1	11.6	2.4	-1.9	-2.4
34	CCc1c(O)nc(SCC(=O)Nc2c(C)cccc2C)n(-c2ccc(F)cc2)c1=O	-1.9	1.9	3.3	-0.3	-1.1
35	COc1ccc(C(=O)c2c[nH]c(C(=O)NCC3CCCO3)c2)cc1 (stereo not drawn)	4.6	-3.5	9.9	-4.5	-0.8
36	COCC(C)NC(=O)c1cccc(Cl)c1 (stereo not drawn)	-0.9	-0.3	1.1	-3.2	1.0
37	CCOc1ccccc1-c1nc(CN2CCCC2c2nccs2)c(C)o1 (stereo not drawn)	-3.9	9.5	5.6	2.7	1.5
38	CCN(CC(=O)NCc1cccs1)C(=O)C(c1ccccc1)c1ccccc1	-0.7	-1.9	1.9	-1.7	-9.1
39	COc1cc(NC(=O)c2cc(-c3cccc(O)c3)on2)cc(OC)c1OC	-1.2	-10.6	10.2	3.5	-8.6
40	COc1ccc(C(=O)NC2CCCCC2)cc1S(=O)(=O)N1CCOCC1	-0.1	-5.8	3.0	-1.8	-3.5
41	COc1ccc(Br)cc1CN(C)CC(=O)Nc1c(Cl)cccc1Cl	-2.1	-8.4	9.5	-5.0	-8.1
42	CN(CC(=O)N1CCN(c2cccc(Cl)c2)CC1)S(=O)(=O)c1cnc[nH]1	-1.1	2.9	1.5	-3.4	-0.4
43	CCC(C)NC(=O)c1c(-c2cc(Cl)c(OC)c(Cl)c2)noc1C (stereo not drawn)	0.5	6.2	0.5	-4.0	-4.8

no.	CRFBP-R2 block	TAAR1 antagonist	CHO-K1 Ca PAM	M5 antag
33	-15.6	0.7	5.2	-2.3
34	-0.1	-18.3	7.0	-1.8
35	-17.8	5.0	0.6	-2.5
36	-10.8	-4.3	9.8	-1.8
37	7.9	-4.0	16.9	0.1
38	-17.4	4.9	-18.7	16.3
39	-0.2	42.5	15.4	2.6
40	9.2	-22.5	-1.3	20.9
41	-2.2	28.6	21.0	1.4
42	8.6	1.4	30.2	0.8
43	-11.2	-8.6	1.3	-1.8
